# Screens from PubChem BioAssay.
# Pemphigus Ab inh – blocks pemphigus antibody binding to human desmoglein-3; P32926; binding (percent of control), % at 10 µM; DSG3-coupled beads, scFv-anti-DSG3-GFP binding, flow cytometry; stronger effect = lower value; actives 0.48% (n = 310,000);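 active means binding more than 3 SD below its plate's average and above zero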;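 further: hits lower antibody fragment binding to DSG3; some compounds called inactive have numbers as strong as hits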
# MOR-DOR inv ag – inverse agonist of human OPRM1-OPRD1 heterodimerization; actives 0.21% (n = 340,000); AID 504357; P35372+P41143; inhibition, % at 9.3 µM; cell-based MOR-DOR heterodimer luminescence, inverse agonism; in the data active means inhibition above about 22%, passing the limit was not always enough;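 further: 0% = cells with DMSO and 100% = wells without cells with DMSO; values of inactives mirror those of a sister screen read the other way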
# Target sequence (P35372 whole entry, looked up): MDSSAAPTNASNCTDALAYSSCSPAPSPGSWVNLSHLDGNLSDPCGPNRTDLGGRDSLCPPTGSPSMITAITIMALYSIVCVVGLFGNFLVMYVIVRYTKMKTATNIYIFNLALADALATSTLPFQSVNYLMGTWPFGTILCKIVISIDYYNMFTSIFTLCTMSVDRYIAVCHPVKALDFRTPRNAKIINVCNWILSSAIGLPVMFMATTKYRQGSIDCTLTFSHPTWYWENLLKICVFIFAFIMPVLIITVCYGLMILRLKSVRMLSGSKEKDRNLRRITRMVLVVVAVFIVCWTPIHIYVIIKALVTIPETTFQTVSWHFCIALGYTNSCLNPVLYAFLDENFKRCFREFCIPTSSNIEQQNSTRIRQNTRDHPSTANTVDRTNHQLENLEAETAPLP
# Target sequence (P41143 whole entry, looked up): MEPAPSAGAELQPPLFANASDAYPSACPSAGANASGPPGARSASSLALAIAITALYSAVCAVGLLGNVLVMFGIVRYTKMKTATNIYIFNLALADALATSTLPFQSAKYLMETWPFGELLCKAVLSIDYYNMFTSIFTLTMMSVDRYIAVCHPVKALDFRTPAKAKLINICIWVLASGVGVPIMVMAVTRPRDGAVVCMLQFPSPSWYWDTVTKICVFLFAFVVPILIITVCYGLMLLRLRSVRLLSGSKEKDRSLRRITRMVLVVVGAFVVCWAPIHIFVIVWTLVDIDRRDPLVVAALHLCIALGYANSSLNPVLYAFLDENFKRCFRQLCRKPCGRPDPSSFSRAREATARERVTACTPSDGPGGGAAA
# V-ATPase pHluor – regulators of yeast V-ATPase proton transport. response, % at 10 µM. actives 0.37% (n = 350,000). AID 504577. S. cerevisiae, pHLuorin cytosolic pH fluorescence; in the data active means response mostly above about 7.3%, no sharp cut-off; inactive means mostly below about 5.4%; further: actives read high; inactives centre near 0; some compounds called inactive have numbers as strong as hits; reference of the scale not given here
# Arr AP2 block – inhibitors of human beta-arrestin and AP2 interaction; FITC-arrestin peptide / GST-AP2 beads, flow cytometry; AP2 beta2 appendage carries R879A mutation; inhibition, % at 10 µM; actives 0.31% (n = 340,000);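 active means inhibition above a set limit, near 3 SD of compounds lacking own fluorescence, cut at about 54% in these data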;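 further: plate controls were DMSO wells for no effect and 5 µM unlabelled arrestin peptide for full effect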
#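 System: GST-AP2 R879A glutathione beads. Medium: PBS with 0.05% Tween 20 and 0.1% BSA. Also added: FITC-arrestin peptide, 50 nM. Incubation: 12 min plus 1 h, RT. Measured by: high-throughput flow cytometry of beads, ex 488, em 535 nm. Evaluation: percent drop in bead-associated FITC signal.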
# MOR-DOR ag – agonists of human mu-delta opioid receptor heterodimerization. cells, OPRM1-OPRD1 heterodimerization, luminescence. activation, % at 9.3 µM. actives 0.3% (n = 340,000). AID 504326; in the data active means activation above about 18%;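 further: 0% = vehicle-treated cells and 100% = reference agonist; values of inactives mirror those of a sister screen read the other way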
# Wnt act – activates Wnt/beta-catenin signaling in a reporter cell assay. activator, plate reader. AID 743398. activation, % at 9.35 µM. actives 1.2% (n = 300,000); in the data active means activation above about 30%, passing the limit was not always enough;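 further: 0% = neutral control wells and 100% = positive control wells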
# Keap1 Nrf2 FP – inhibitors of human Keap1-Nrf2 protein-protein interaction | Keap1 Kelch-Nrf2 peptide fluorescence polarization, 1536-well | inhibition, % at 9.4 µM | actives 0.15% (n = 340,000) | AID 504523 | Q14145; in the data active means inhibition above about 12%;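 further: human Keap1 Kelch domain with fluorescein labeled Nrf2 9mer peptide probe; 0% = neutral control wells and 100% = peptide positive control; higher means more block of Keap1 binding to Nrf2 peptide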
# LANA DNA inh – KSHV C-LANA DNA binding inhibition | MBP-C-LANA/FAM-LBS DNA binding, fluorescence polarization | inhibition, % at 9 µM | actives 0.078% (n = 340,000) | AID 504423;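 active means highest replicate inhibition at or above 60% at 9 µM, even if other replicates fall short; inactive means all replicates below 60% inhibition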;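 further: 0% = neutral control wells and 100% = 4 µM acridine orange control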
# Cardiac RTF inh – cardiac RTF calcium desensitization; inhibition, % at 7.15 µM; P19429+P45379; IANBD-labeled cardiac RTF, Ca2+ fluorescence; actives 0.12% (n = 340,000);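 active means inhibition above the mean inhibition of all tested compounds plus 3 SD, cut at about 17% in these data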;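 further: assay run at fixed EC70 calcium of 1.6 mM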
# cardiac RTF act – increases calcium sensitivity of human cardiac regulated thin filaments. IANBD-labeled TnC RTF fluorescence at EC20 calcium; 0% EC20 calcium, 100% full calcium. actives 0.24% (n = 340,000). P19429+P45379. activation, % at 7.2 µM;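 active means activation above the mean over all tested compounds plus 3 SD, cut at about 30% in these data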;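 further: rise in fluorescence read as greater calcium sensitivity of cardiac thin filaments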
# Starred values were filed as active, the others as inactive; . = not tested or not shown.
SMILES,Pemphigus Ab inh,MOR-DOR inv ag,V-ATPase pHluor,Arr AP2 block,MOR-DOR ag,Wnt act,Keap1 Nrf2 FP,LANA DNA inh,Cardiac RTF inh,cardiac RTF act
CCN1C(=O)S/C(=C/c2c(OCc3ccc(C(=O)O)cc3)ccc3ccccc23)C1=O,112,23,2,-2,-4.3,.,-4,3.0,5,-2
COc1ccc(C2C(C(=O)N3CCCC3)c3cc(OC)c(OC)cc3C(=O)N2C)cc1OC (centres undefined),.,5,.,4,-1.0,-5,-1,0.3,-12,14
CCNc1nc(NC(C)C)nc(NS(=O)(=O)c2ccc(N)cc2)n1,100,2,1,8,-0.4,1,-3,-0.9,-15,-1
Cc1cc(C)cc(Oc2ccc(NC(=O)C3CC=CCC3C(=O)O)cc2)c1 (centres undefined),108,-10,-2,31,1.8,-3,-3,-0.4,-13,-6
CCO/N=C(/C)c1c(O)cc(-c2ccccc2)n(-c2ccccc2)c1=O,100,-7,4,0,1.0,-3,-1,-0.1,-8,4
O=C(NCc1ccccn1)c1cccc(NS(=O)(=O)c2cccc(Cl)c2)c1,96,8,-3,33,-1.2,-2,1,0.2,1,-3
CCc1ccc(-n2c(Cc3ccccc3)n[nH]c2=S)cc1,113,-3,5,-3,0.7,-3,2,0.1,0,-3
Nc1nc(SCc2ccccc2)c2ncn(Cc3ccccc3)c2n1,93,11,0,-1,-2.2,-3,-3,2.0,7,-16
CC(CNCC1CCCO1)COc1ccccc1 (centres undefined),.,6,-3,4,-1.1,-3,1,0.8,-4,-5
CCCOc1ccc(-c2c(C(=O)N/N=C(\C)COc3ccccc3)nnn2-c2nonc2N)cc1,100,-7,6,-5,1.3,0,-3,0.8,-9,1
Cc1cccc(N2C(=O)c3ccc(C(=O)Nc4ccccn4)cc3C2=O)c1,98,17,-1,-16,-3.3,-1,3,-0.6,-1,-4
O=C(CCn1ccc2cc(S(=O)(=O)N3CCCC3)ccc21)NCc1ccccc1,108,5,3,7,-1.0,-1,-1,0.3,-5,2
O=C(N/N=C/c1ccoc1)c1ccccc1F,.,9,-5,12,-1.7,4,3,0.7,-3,-1
CCOCCCNCc1ccc(OCCC(C)C)c(OC)c1,98,-3,4,-23,0.6,-1,1,-1.2,6,-1
Cc1nnc(SCC(=O)Nc2ccc(N3CCN(S(C)(=O)=O)CC3)cc2)o1,105,-23,-3,22,2.9,0,3,-0.6,-1,-1
Fc1ccc2c(c1)C(c1ccncc1)=NNC(c1cccnc1)=N2,99,13,-2,17,-2.5,.,-4,1.0,2,-2
Nc1c(Cl)cc(C2=NCCn3nc4cc([N+](=O)[O-])ccc4c32)cc1Cl,106,-20,3,14,3.4,0,0,1.6,4,2
CCN(CC)C(=O)Cn1cc(C(=O)C(=O)N2CCCc3ccccc32)c2ccccc21,112,11,0,-4,-2.3,0,-2,1.5,-2,7
COc1ccc(C(NCC(=O)Nc2c(C)cccc2C)c2ccccc2)cc1 (centres undefined),107,13,0,5,-2.7,-1,-5,1.7,-13,2
Cc1cc(C)nc(SCC(=O)N2CCOCC2)n1,127,8,-2,33,-1.7,0,-6,-1.2,-8,1
CN1C(=O)CC(N2CCN(C(=O)CN3CCCC3)CC2)C1=O (centres undefined),104,5,0,10,-1.0,1,0,0.3,-2,1
COc1ccc(/C(N)=N/OC(=O)c2ccc(OC)c([N+](=O)[O-])c2)cc1OC,.,-15,-3,-12,3.4,0,1,-1.3,-2,0
COc1cccc(NC2=NCCCCC2)c1,111,8,-3,-7,-1.5,0,-3,0.1,-11,-7
OC(CNC1CCCCC1)COCCOc1ccc(Br)cc1 (centres undefined),106,-16,-1,-16,3.0,-3,-2,2.4,-13,11
CCN(C(=O)Cc1cccs1)c1nnc(-c2cccnc2)s1,95,13,-4,2,-2.2,6,2,0.4,-10,6

# 4 compounds from above with just V-ATPase pHluor, MOR-DOR inv ag and Cardiac RTF inh.
compound	V-ATPase pHluor	MOR-DOR inv ag	Cardiac RTF inh
CCOCCCNCc1ccc(OCCC(C)C)c(OC)c1	4	-3	6
CCc1ccc(-n2c(Cc3ccccc3)n[nH]c2=S)cc1	5	-3	0
CCCOc1ccc(-c2c(C(=O)N/N=C(\C)COc3ccccc3)nnn2-c2nonc2N)cc1	6	-7	-9
Cc1cccc(N2C(=O)c3ccc(C(=O)Nc4ccccn4)cc3C2=O)c1	-1	17	-1

# Further results
SMILES,Pemphigus Ab inh,MOR-DOR inv ag,V-ATPase pHluor,Arr AP2 block,MOR-DOR ag,Wnt act,Keap1 Nrf2 FP,LANA DNA inh,Cardiac RTF inh,cardiac RTF act
O=C(CSc1nccn1-c1ncc(C(F)(F)F)cc1Cl)c1ccc(Cl)cc1,109,11,-1,19,-1.9,.,-6,-2.2,-5,6
Cn1c(N)c(C(=O)CSc2nnc(C3CC3)n2-c2ccccc2)c(=O)n(C)c1=O,111,17,1,33,-4.0,3,0,-1.7,1,-4
Cc1cc(NC(=O)c2ccccc2NS(=O)(=O)c2c(C)c(C)cc(C)c2C)no1,79,2,3,-9,-0.3,-1,-2,3.5,-8,0
Oc1c(C(Nc2nc3ccccc3s2)c2ccco2)ccc2cccnc12 (centres undefined),94,-27,-2,26,4.7,17,-4,2.0,1,-4
O=C1C2C3c4ccccc4C(c4ccccc43)C2c2nc3ccccc3n21 (centres undefined),.,-11,1,0,2.0,-2,2,0.3,-6,-2
COc1cccc(-c2ccc(C#N)c(SCC(=O)NCCc3ccc(Cl)cc3)n2)c1,173,-46,1,-10,7.3,4,-6,-0.4,-29,2
Cc1[nH]n(-c2cccc(Cl)c2)c(=O)c1C=NCc1ccco1,102,16,3,18,-3.1,8,1,0.1,2,2
CC(=O)NC(Cc1ccccc1)Cc1ccccc1,119,7,3,29,-1.5,-2,-1,1.0,-8,-4
CCCN(CC(=O)Nc1ccccc1C)C(=O)COc1c(Cl)cccc1Cl,112,0,-5,4,0.0,-5,4,-0.2,0,3
Cc1ccccc1C(=O)N1CCC(C(=O)Nc2ccc(S(=O)(=O)N(C)C(C)C)cc2)CC1,.,3,1,9,-0.6,.,-2,0.8,-3,-1
Cc1cccc(N2CCN(S(=O)(=O)c3cccs3)CC2)c1C,91,-7,0,-9,0.9,-2,-1,-1.4,-16,1
S=C(c1ccccc1)N(c1ccccc1)c1ccccc1,98,-14,1,2,2.3,-2,-2,0.1,-4,3
N#CC(C(=O)CCN1C(=O)C2CC=CCC2C1=O)c1nc2ccccc2[nH]1 (centres undefined),102,8,3,-4,-1.3,-8,-2,4.0,11,-2
O=C(CSc1nc(O)c(C2CCCCC2)c(=O)[nH]1)Nc1ccc(Cl)cc1,107,9,-4,4,-1.9,.,2,-2.7,-5,0
O=C(NCc1n[nH]c(=S)n1-c1cccc(C(F)(F)F)c1)c1ccco1,95,-2,-8,0,0.4,0,4,0.7,-20,-2
COc1ccc(C2=NN(C(C)=O)C(c3ccccc3)C2)cc1 (centres undefined),98,8,4,42,-1.7,3,3,-2.1,0,-10
O=C(CN1CCOCC1)Nc1ncccn1,105,15,1,27,-2.4,-4,-3,0.6,2,4
COc1ccc(C(=O)C=Cc2cccs2)c(O)c1,.,4,-1,7,-0.9,48*,0,-0.1,-6,-4
COc1ccc(NC(=O)CN(C)CC(=O)N(CC(C)C)c2c(N)n(CC(C)C)c(=O)[nH]c2=O)cc1,96,8,0,-4,-2.0,6,4,2.6,-2,6
CC(C)CCNC(=O)CN(Cc1ccccc1)C(=O)CCC(=O)Nc1ccccn1,115,1,4,5,-0.1,2,-7,0.5,15,-6
CCC1ON(c2ccccc2)C2c3nc4ccccc4n3CC12 (centres undefined),99,11,-4,7,-1.7,0,-2,-0.5,-5,2
CCn1cc(/C=C(\NC(=O)c2ccccc2OC)C(=O)N2CCN(C)CC2)c2ccccc21,.,4,-2,12,-0.7,-2,0,-0.8,-4,-2
COC(CNC(=O)c1cnn2c(C)c(Cc3ccccc3)c(C)nc12)OC,.,-11,-1,19,2.3,-2,0,-0.6,8,2
O=C(NCC(c1cccs1)N1CCOCC1)c1ccccc1NS(=O)(=O)c1ccc(Cl)cc1 (centres undefined),106,19,-1,-6,-4.0,-6,-2,2.0,4,1
Cc1cccc2cc(CN(CCN(C)C)C(=S)Nc3ccccc3)c(=O)[nH]c12,119,-15,-1,7,2.8,-9,-5,-0.4,-5,-3
# Following part.
SMILES,Pemphigus Ab inh,MOR-DOR inv ag,V-ATPase pHluor,Arr AP2 block,MOR-DOR ag,Wnt act,Keap1 Nrf2 FP,LANA DNA inh,Cardiac RTF inh,cardiac RTF act
COc1ccc([C@H]2CC(=O)C=C(c3ccc(C)c4ccccc34)C2)cc1,94,-3,-4,3,0.6,-1,6,0.7,-12,5
COc1cc(C)c(NC(=O)C(=S)N2CCCC2)cc1C,96,6,1,-10,-1.2,8,4,1.6,-4,3
CC1Cc2ccccc2N1C(=O)C(C)n1cc(C(F)(F)F)cc(Cl)c1=O (centres undefined),104,0,6,69*,0.1,-1,5,8.5,-8,-4
CC(=O)c1ccccc1NC(=O)COC(=O)c1c(C)nn(-c2ccccc2)c1C,109,13,-3,-12,-3.5,42*,0,0.6,-3,0
C(=N\Nc1nc2ccccc2[nH]1)/C1CCCCC1,96,1,7,13,-0.3,-2,4,0.4,5,2
COc1cc(CCC(=O)Nc2ccc(S(=O)(=O)N3CCOCC3)cc2)cc(OC)c1OC,103,8,-3,-8,-1.5,-1,-3,-0.1,-4,1
CC(=O)Nc1ccc(NC(=O)C(C)OC(=O)c2ccc(C)s2)cc1 (centres undefined),103,4,4,17,-0.8,-2,-1,-0.1,-1,0
CC[C@]12C(=O)N(C)C[C@H]([C@@H]3C(=O)N(C)C(=O)[C@@H]31)N2C(=O)c1ccc(Cl)cc1,98,18,2,-6,-3.1,-2,1,1.7,-24,9
CCCCc1ccc(-c2c(C#N)c(N)nc3c2CCCC3)s1,105,2,3,2,-0.4,.,-1,-0.5,-9,2
Cc1ccc(-n2nc(C)c3c2OC(N)=C(C#N)C3c2ccc(F)cc2)cc1 (centres undefined),100,4,5,-10,-0.8,.,-4,-2.2,-9,3
O=C(NCc1ccccc1)/C(=C/c1ccc([N+](=O)[O-])cc1)NC(=O)c1ccco1,111,-1,0,13,0.1,0,-1,-0.6,3,1
C/C(Sc1nnc(Cc2ccccc2)o1)=C(/O)c1ccccc1,103,10,2,-1,-1.7,3,-9,0.1,-1,8
Cc1cc2c(NCC(C)O)ncnc2s1 (centres undefined),104,8,-1,-14,-1.4,2,-4,0.6,5,0
CC1CCC(NC(=O)CCNS(=O)(=O)c2ccccc2)CC1 (centres undefined),.,10,3,1,-1.9,5,-2,0.0,-2,-4
CC(C(=O)Nc1ccccc1Br)N1c2cccc3cccc(c23)S1(=O)=O (centres undefined),.,1,0,20,-0.2,-2,-1,0.2,7,-4
O=C(CCNS(=O)(=O)c1ccc(Br)cc1)NCC1CCCO1 (centres undefined),105,23,-2,4,-6.1,-5,-2,1.5,-2,-2
